Screening results as filed in PubChem.
hIAP inh: human IAP inhibition. P09923. inhibition, % at 10 µM. purified IAP, CDP-Star luminescence, 30 min. 330,000 tested, 0.12% active;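 active = inhibition reaching a set limit with compound at 10 µM in the primary screen, cut at about 35% in these data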;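 note: plate controls were DMSO wells with enzyme for no effect and no-enzyme buffer wells for full effect; values of inactives mirror those of a sister screen read the other way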
mIAP activ: increases mouse intestinal alkaline phosphatase activity | activation factor at 10 µM | 330,000 tested, 0.24% active | AID 2805 | muIAP, CDP-Star luminescence, 30 min; stronger effect = higher value; 1 = vehicle-only enzyme signal, 0 = enzyme-free wells;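 active = activation factor of at least 2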; note: the source names both 10 and 20 µM as test concentration; values of inactives mirror those of a sister screen read the other way
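Assay system: mouse IAP enzyme; reagent: chemiluminescent substrate CDP-Star; dosing: test compounds delivered from DMSO solution; schedule: 30 min at room temperature; measured by: luminescence from enzymatic CDP-Star hydrolysis; controls: DMSO-only wells and no-enzyme negative control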
MPTP block: blocks calcium-induced mitochondrial swelling | 360,000 tested, 1.4% active | inhibition, % at 10 µM | AID 602449 | isolated mouse mitochondria, Ca2+ swelling absorbance, 30 min;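 active = inhibition of 50% or more, scaled per plate between neutral and stimulator controls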;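 note: 0% = DMSO wells given calcium and 100% = 1 mM EGTA wells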
mIAP block: mouse IAP inhibition; purified mouse IAP, CDP-Star luminescence, 30 min; inhibition, % at 10 µM; 330,000 tested, 0.2% active;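 active = inhibition of at least 40% at 10 µM in the primary screen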;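 note: plate controls were DMSO with enzyme for no effect and no enzyme wells for full effect; values of inactives mirror those of a sister screen read the other way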
A3G deaminase: inhibitors of human APOBEC3G DNA deaminase | Q9HC16 | recombinant A3G, ssDNA deamination FAM/TAMRA fluorescence | inhibition, % at 20 µM | 330,000 tested, 0.28% active | AID 493012;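 active = inhibition of at least 40% at 20 µM, with no more than 30% in the related APOBEC3A deaminase screen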;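 note: plate controls were DMSO wells with A3G for no effect and wells lacking A3G enzyme for full effect; some compounds called inactive have numbers as strong as hits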
Target sequence (Q9HC16 whole entry, looked up): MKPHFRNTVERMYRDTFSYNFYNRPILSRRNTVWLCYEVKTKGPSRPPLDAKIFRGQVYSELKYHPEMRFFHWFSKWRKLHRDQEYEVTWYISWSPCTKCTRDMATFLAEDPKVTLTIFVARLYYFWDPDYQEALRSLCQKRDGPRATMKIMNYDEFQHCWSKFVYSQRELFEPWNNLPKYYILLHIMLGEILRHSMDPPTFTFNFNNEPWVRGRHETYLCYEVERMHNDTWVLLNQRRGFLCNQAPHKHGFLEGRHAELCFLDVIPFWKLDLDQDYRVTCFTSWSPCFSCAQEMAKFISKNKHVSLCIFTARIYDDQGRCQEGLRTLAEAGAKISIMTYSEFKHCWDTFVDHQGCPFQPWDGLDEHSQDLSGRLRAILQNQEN
hIAP activ: increases human intestinal alkaline phosphatase activity; 330,000 tested, 0.16% active; P09923; purified human IAP, CDP-Star luminescence, 30 min; stronger effect = higher value; 1 = vehicle-only enzyme, 0 = enzyme-free background; activation factor at 10 µM;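 active = activation factor of the enzyme at least 2-fold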; note: the source names both 10 and 20 µM as test concentration; values of inactives mirror those of a sister screen read the other way
beta cell repl: induces beta-cell replication in MIN6 cells. proliferation, % at 10 µM. MIN6 cells proliferation, ATPlite luminescence, 48 h; cells starved in 0.2% serum; 100% = growth in 10% serum. AID 2380. 330,000 tested, 0.29% active;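 active = compounds whose signal lies at least 3.5 SD above the mean of all wells on their plate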;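 note: 0% = DMSO-treated cells in low-serum medium and 100% = 10% serum control; some compounds called inactive have numbers as strong as hits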
ATG4B inhibitor: inhibitors of human ATG4B cysteine protease; AID 504462; inhibition, % at 8.33 µM; 340,000 tested, 0.51% active; ATG4B cleavage of LC3-PLA2, NBD-HPC fluorescence, 1 h; in the data active = inhibition above about 40%
Target sequence (Q9Y4P1 whole entry, looked up): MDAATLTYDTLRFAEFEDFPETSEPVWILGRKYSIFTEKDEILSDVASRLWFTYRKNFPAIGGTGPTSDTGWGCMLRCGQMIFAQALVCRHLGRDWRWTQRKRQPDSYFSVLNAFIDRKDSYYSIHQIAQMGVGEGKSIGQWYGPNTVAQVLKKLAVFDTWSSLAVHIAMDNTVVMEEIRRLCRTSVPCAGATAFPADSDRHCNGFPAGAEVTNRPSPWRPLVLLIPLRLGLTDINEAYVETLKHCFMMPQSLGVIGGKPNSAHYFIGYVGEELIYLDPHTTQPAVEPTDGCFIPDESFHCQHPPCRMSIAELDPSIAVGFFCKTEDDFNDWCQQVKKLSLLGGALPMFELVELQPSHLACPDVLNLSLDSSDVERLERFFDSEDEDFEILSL
A3A deaminase: human APOBEC3A DNA deaminase inhibition; inhibition, % at 20 µM; 330,000 tested, 0.41% active; recombinant A3A, FAM/TAMRA ssDNA deamination fluorescence; P31941;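 active = at least 40% inhibition at 20 µM here, with at most 30% in a related deaminase screen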;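 note: plate controls were A3A with DMSO for no effect and wells lacking A3A enzyme for full effect; some results filed as inactive read as strong as hits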
Target sequence (P31941 whole entry, looked up): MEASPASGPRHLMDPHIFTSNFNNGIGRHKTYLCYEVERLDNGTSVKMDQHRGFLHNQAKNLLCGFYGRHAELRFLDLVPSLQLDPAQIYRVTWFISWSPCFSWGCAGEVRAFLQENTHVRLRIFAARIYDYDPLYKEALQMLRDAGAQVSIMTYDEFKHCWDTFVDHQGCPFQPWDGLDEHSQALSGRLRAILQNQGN
Active calls of the source: *. Outcome played no part in choosing rows; overall some 3.3% were active at least once.

SMILES	hIAP inh	mIAP activ	MPTP block	mIAP block	A3G deaminase	hIAP activ	beta cell repl	ATG4B inhibitor	A3A deaminase
CC1CCCC(C)N1C(=O)c1ccc(S(=O)(=O)N2CCCC2)cc1 (configuration not stated)	18	0.83	-0.8	17	-5	0.81	1	2	-2
Oc1ccc(Br)cc1-c1cc(-c2ccccc2F)[nH]n1	-49	0.97	63*	3	-5	1.5	-3	4	-2
COc1ccccc1CNS(=O)(=O)c1ccc2c(c1)oc(=O)n2C	13	1	2.1	0	3	0.87	-3	-5	-2
COc1cc(C2C(C(=O)C(C)(C)C)=C(O)C(=O)N2Cc2ccccc2)ccc1O (configuration not stated)	-11	1	0.2	-2	-5	1.1	-2	-6	-6
NC(=O)c1ccccc1NC(=O)c1ccccc1S(=O)(=O)c1ccccc1[N+](=O)[O-]	3	1.1	1.1	-8	-10	0.97	-4	6	-2
Cc1ccc(C(=O)NCC(=O)OC(C)C(=O)NCCC2=CCCCC2)cc1C (configuration not stated)	-14	1.1	-1.0	-9	-3	1.1	-1	2	-1
CCCc1cc(C(=O)Nc2cccnc2Cl)no1	-3	0.97	-0.4	3	-3	1	1	0	-1
COc1ccc(OC)c(NC(=S)Nc2ccccc2)c1	-16	0.94	0.5	6	-1	1.2	-2	2	-6
CCCNC(=O)NC(=O)COC(=O)c1ccc(OC)c(S(=O)(=O)N2CCCc3ccccc32)c1	-19	1	0.2	0	-5	1.2	1	-21	-5
CCOCc1nnc(NC(=O)C2CC(=O)N(CCc3ccc(F)cc3)C2)s1 (configuration not stated)	-9	0.94	0.1	6	-4	1.1	0	-6	0
COc1ccc(OC)c(S(=O)(=O)N2CCC(C(=O)N(C)Cc3ccccc3)CC2)c1	7	1	0.1	-2	-10	0.93	3	-7	-2
CCc1nc(C)cn1S(=O)(=O)c1cc(OC)c(C)cc1C	-4	0.99	-0.9	0	3	1	0	-5	3
COc1ccccc1CNC(=O)CNC(=O)[C@@H]1Cc2ccccc2CN1	0	0.99	0.8	1	-6	1	1	3	-4
CCCn1c(N)c(N(CCOC)C(=O)c2ccc([N+](=O)[O-])cc2Cl)c(=O)[nH]c1=O	-4	1	0.1	-5	-2	1	-1	-1	2
COC(=O)c1ccc(Nc2nc3ccc(C)cc3n3cnnc23)cc1	-20	0.85	-0.6	15	-19	1.2	-2	-1	-10
C=CCNc1nc(N)c(C(=O)c2ccc3c(c2)OCO3)s1	18	0.97	1.8	3	-4	0.82	-3	11	-3
CCOC(=O)c1ccc(NC(=O)C2CCCN(S(=O)(=O)c3ccc(F)cc3)C2)cc1 (configuration not stated)	-21	1.1	-4.0	-10	-7	1.2	-4	-12	-5
COc1ccc(NC(=O)CCSCCC(=O)Nc2ccc(OC)cc2OC)c(OC)c1	1	1.1	0.0	-5	-6	0.99	0	-9	-9
COc1ccc(CCNC(=O)c2cn3ccc(C)cc3n2)cc1OC	4	1	-0.3	0	-8	0.96	2	-2	-2
O=C(CC1SCCNC1=O)Nc1ccc(Cl)c(Cl)c1 (configuration not stated)	2	1.2	-2.7	-20	-4	0.98	-1	-1	-2
CCOC(=O)c1oc2ccccc2c1COC(=O)CNC(=O)c1ccccc1OC	-10	1	-1.3	-2	-2	1.1	0	-2	-4
S=C(NCc1cccnc1)Nc1ccc(Cl)c(Cl)c1	-16	1.6	71*	-58	-2	1.2	-1	4	-2
C=Cc1ccc(CSc2cc(C)nc3nc(C)nn23)cc1	8	0.93	1.4	7	-3	0.92	-2	-6	-3
O=C(CCc1nc2ccccc2[nH]c1=O)OCc1ccc(S(=O)(=O)N2CCOCC2)cc1	-7	0.99	-2.0	1	-2	1.1	-3	1	0
CCOc1c2ccc(C(=O)NCc3cc(C(F)(F)F)cc(C(F)(F)F)c3)cc2nn1CCOC	6	0.98	1.9	2	-8	0.94	-2	11	-2
O=C(C1CCCO1)N1CCN(S(=O)(=O)c2ccc(F)cc2)CC1 (configuration not stated)	-19	1	-0.7	0	-12	1.2	-1	2	-2
O=C(NC1CCCCCC1)c1c2c(nc3ccccc13)CCN(Cc1ccccc1)C2	-2	0.9	7.2	10	2	1	-2	-3	4
CC(C)(C)c1cc(=O)[nH]c(SCc2ccccc2Cl)n1	5	0.94	0.3	6	2	0.95	-1	50*	3
CCOC(=O)N/N=C/c1cn(Cc2ccc(F)cc2)c2ccccc12	4	1	4.3	-2	-8	0.96	2	23	-4
CCCCNC(=O)c1cn(CC)c2ccc(S(=O)(=O)N3CCCC3)cc2c1=O	18	1	0.7	-2	-9	0.82	-3	0	-8

Entries listed so far marked active in ATG4B inhibitor.
Compound,hIAP inh,mIAP activ,MPTP block,mIAP block,A3G deaminase,hIAP activ,ATG4B inhibitor,A3A deaminase
CC(C)(C)c1cc(=O)[nH]c(SCc2ccccc2Cl)n1,5,0.94,0.3,6,2,0.95,50*,3

Next part
SMILES	hIAP inh	mIAP activ	MPTP block	mIAP block	A3G deaminase	hIAP activ	beta cell repl	ATG4B inhibitor	A3A deaminase
O=C(NC1CC1)C1=C[C@H](C2CCCCC2)C[C@H](OCCCCO)O1	10	1.1	0.4	-6	-13	0.9	2	0	-1
CCn1c(NCc2cccc(OC)c2OC)nc2ccccc21	2	0.99	-1.9	1	0	0.98	0	-1	0
COc1ccc(C(=O)NCC(=O)N2CC=C(c3ccccc3)CC2)cc1OC	-4	1	-0.1	-1	-8	1	-3	-39	-5
CC(C)CCn1c(CN2CCN(c3cccc(Cl)c3)CC2)nc2c1c(=O)n(C)c(=O)n2C	5	0.91	0.8	9	5	0.95	-6	-12	1
COc1cc(C)c(Cl)cc1S(=O)(=O)NCc1ccco1	2	1.1	1.5	-12	-6	0.98	-2	-3	0
COc1ccccc1C(=O)NCCNc1nc2cc(C)cc(C)c2cc1C#N	5	0.99	0.4	1	8	0.95	-4	-3	-1
O=C(NCc1cccnc1)/C(=C\c1ccc(-c2ccc(Br)cc2)o1)S(=O)(=O)c1ccccc1	-2	1.1	-4.3	-9	-2	1	-5	-5	-1
O=C(CCCn1c(=S)[nH]c2cc3c(cc2c1=O)OCO3)NCCc1ccccc1Cl	-10	0.96	-1.3	4	-7	1.1	-1	16	-6
Cc1ccc2c(c1)C(c1ccc([N+](=O)[O-])cc1)=NNC(c1ccc(Br)cc1)=N2	18	0.85	1.0	15	-1	0.82	-6	0	1
O=C(NCc1ccco1)c1ccc(Cl)nc1	-5	1	1.2	0	4	1	0	-5	12

Profiles from above. Order of screens: hIAP inh | mIAP activ | MPTP block | mIAP block | A3G deaminase | hIAP activ | beta cell repl | ATG4B inhibitor | A3A deaminase
Entry for COc1cc(C)c(Cl)cc1S(=O)(=O)NCc1ccco1 = 2 | 1.1 | 1.5 | -12 | -6 | 0.98 | -2 | -3 | 0
Entry for O=C(CCCn1c(=S)[nH]c2cc3c(cc2c1=O)OCO3)NCCc1ccccc1Cl = -10 | 0.96 | -1.3 | 4 | -7 | 1.1 | -1 | 16 | -6
Entry for CC(C)CCn1c(CN2CCN(c3cccc(Cl)c3)CC2)nc2c1c(=O)n(C)c(=O)n2C = 5 | 0.91 | 0.8 | 9 | 5 | 0.95 | -6 | -12 | 1
Entry for CCn1c(NCc2cccc(OC)c2OC)nc2ccccc21 = 2 | 0.99 | -1.9 | 1 | 0 | 0.98 | 0 | -1 | 0
Entry for O=C(NCc1ccco1)c1ccc(Cl)nc1 = -5 | 1 | 1.2 | 0 | 4 | 1 | 0 | -5 | 12

Next section:
SMILES	hIAP inh	mIAP activ	MPTP block	mIAP block	A3G deaminase	hIAP activ	beta cell repl	ATG4B inhibitor	A3A deaminase
O=C(Nc1ccccc1)OC1C2CCC1C(N1CCCCC1)CC2 (configuration not stated)	6	0.95	2.2	5	-1	0.94	1	5	-1
O=c1[nH]c2ccccc2cc1-c1nnn(-c2ccc(Cl)c(Cl)c2)n1	0	0.99	-2.1	1	-5	1	-1	-8	-4
COc1ccc(Cl)cc1Nc1nc(C)nc2c1oc1ccccc12	18	0.86	1.2	14	-11	0.82	-6	6	-4
CCC1CCCCN1CCCNC(=O)Cn1nc(C)n2nc(-c3ccccc3)cc2c1=O (configuration not stated)	-33	0.94	-1.6	6	-6	1.3	0	-8	-2
CC1CN(C(=O)Nc2ccc3snnc3c2)c2ccccc21 (configuration not stated)	-17	0.92	0.0	8	-2	1.2	-5	-12	-1
CC(=O)c1ccc(OC(=O)CCNC(=O)c2ccccc2)cc1	-11	0.93	0.1	7	-6	1.1	-3	-6	-5
O=C(CCNC(=O)c1ccccc1)NCC1CCCCC1	1	0.98	-0.3	2	-3	0.99	0	-24	-5
Cc1ccccc1C(=O)c1cccn1CC(=O)NCCCc1ccccc1	23	0.95	-1.7	5	0	0.77	-2	16	-3
O=C(c1ccc(Cl)cc1)c1ccc(CN2C(=O)c3ccccc3C2=O)o1	9	0.94	2.2	6	0	0.91	-2	-4	0
CSc1nc(SCC(N)=O)c2c3c(sc2n1)CN(C)CC3	-11	0.98	2.1	2	0	1.1	-2	0	1

As a short view, part of the list above:
SMILES	hIAP inh	mIAP activ	MPTP block	mIAP block	A3G deaminase	hIAP activ	beta cell repl	ATG4B inhibitor	A3A deaminase
CC1CCCC(C)N1C(=O)c1ccc(S(=O)(=O)N2CCCC2)cc1 (configuration not stated)	18	0.83	-0.8	17	-5	0.81	1	2	-2
Oc1ccc(Br)cc1-c1cc(-c2ccccc2F)[nH]n1	-49	0.97	63*	3	-5	1.5	-3	4	-2
COc1ccccc1CNS(=O)(=O)c1ccc2c(c1)oc(=O)n2C	13	1	2.1	0	3	0.87	-3	-5	-2
COc1cc(C2C(C(=O)C(C)(C)C)=C(O)C(=O)N2Cc2ccccc2)ccc1O (configuration not stated)	-11	1	0.2	-2	-5	1.1	-2	-6	-6
NC(=O)c1ccccc1NC(=O)c1ccccc1S(=O)(=O)c1ccccc1[N+](=O)[O-]	3	1.1	1.1	-8	-10	0.97	-4	6	-2
Cc1ccc(C(=O)NCC(=O)OC(C)C(=O)NCCC2=CCCCC2)cc1C (configuration not stated)	-14	1.1	-1.0	-9	-3	1.1	-1	2	-1

The list goes on.
SMILES	hIAP inh	mIAP activ	MPTP block	mIAP block	A3G deaminase	hIAP activ	beta cell repl	ATG4B inhibitor	A3A deaminase
CC(=O)c1ccc(OCc2cc(C(=O)NC3CCCCC3)no2)cc1	6	1	-0.1	-3	-7	0.94	3	8	-1
CC1=C(C(=O)Nc2ccccn2)C(c2ccc(Cl)cc2Cl)NC(=S)N1 (configuration not stated)	12	0.97	0.3	3	-3	0.88	-3	-5	-2
CCOC(=O)c1ccc(NC(=O)CC2OCCN(CC)C2=O)cc1 (configuration not stated)	0	1	2.0	-2	-4	1	-3	-11	-2
O=C(NCc1ccncc1)c1cncc(Br)c1	-8	0.93	-1.8	7	7	1.1	5	-1	-1
O=C1CSC(c2cccnc2)N1c1ccc(F)cc1 (configuration not stated)	4	0.95	-0.8	5	23	0.96	-2	1	0
Cc1ccc(OCCCn2ccnc2)c(Br)c1	-21	0.99	0.5	1	-9	1.2	-3	7	-4
COc1ccc(C)cc1NC(=O)c1nnn(Cc2cccc(C(F)(F)F)c2)c1N	4	1	25	-3	-6	0.96	-3	-3	-3
CCOCCCNc1ncnc2c1[nH]c1ccccc12	-4	1.1	-1.2	-12	-6	1	-5	6	0
CCOC(=O)C1(Cc2cccc(OC)c2)CCN(C(C)CC(C)(C)O)CC1 (configuration not stated)	-12	0.94	0.4	6	-4	1.1	0	12	-1
N/C(=N\c1nc2c(c(=O)[nH]1)CCC2)Nc1cccc(Cl)c1	-7	1.1	0.8	-8	-6	1.1	0	1	2
